Screening data from PubChem.
IDH1 mut inh = inhibitors of human IDH1 R132H; O75874; IDH1 R132H reductase, diaphorase/resazurin fluorescence, 60 min; inhibition, % at 10 µM; 70,000 tested, 0.18% active; in the data active means inhibition above about 34%;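 further: 0% = DMSO and 100% = no enzyme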
Target sequence (O75874 whole entry R132H): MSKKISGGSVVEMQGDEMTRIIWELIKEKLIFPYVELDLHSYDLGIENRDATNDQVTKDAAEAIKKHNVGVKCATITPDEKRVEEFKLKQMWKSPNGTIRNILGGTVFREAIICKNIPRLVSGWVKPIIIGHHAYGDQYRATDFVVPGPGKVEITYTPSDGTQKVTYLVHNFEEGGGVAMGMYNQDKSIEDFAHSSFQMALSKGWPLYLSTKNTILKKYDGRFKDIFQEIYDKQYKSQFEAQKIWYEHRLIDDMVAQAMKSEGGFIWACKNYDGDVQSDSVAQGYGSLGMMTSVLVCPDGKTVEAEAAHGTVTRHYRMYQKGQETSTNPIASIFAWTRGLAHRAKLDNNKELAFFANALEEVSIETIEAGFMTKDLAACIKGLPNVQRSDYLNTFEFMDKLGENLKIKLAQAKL
EZH2 inh = inhibitors of human EZH2/PRC2 methyltransferase; Q15910; PRC2 H3K27 methylation, DELFIA TRF, 1 h; inhibition, % at 12.5 µM; 57,000 tested, 0.35% active; AID 651548;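 active means mean inhibition of replicates at least 50% and every single replicate also reaching 50%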;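 further: dimethyl H3K27 on biotinylated H3 21-44 peptide detected by antibody; plate controls were median neutral control wells for no effect and median positive control wells for full effect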
Active calls of the source: *; x = no result given. This is a subset; rates above refer to the full screens.

SMILES	IDH1 mut inh	EZH2 inh
Cc1ccc(-c2cnc3c(c2)C(=O)N([C@H](C)CO)C[C@H](C)[C@@H](CN(C)C(=O)CN(C)C)O3)cc1	-2.2	-2.1
C[C@@H]1CN([C@H](C)CO)C(=O)Cc2cc(NS(=O)(=O)c3ccccc3)ccc2O[C@@H]1CN(C)Cc1ccc(-c2ccccc2)cc1	1.6	x
CC1=C(C(=O)c2ccccc2)C(NC(=O)c2ccncc2)(C(F)(F)F)C(=O)N1Cc1ccccc1 (stereo unspecified)	8.2	x
CO[C@@H]1CN(C)C(=O)c2ccc(NC(C)=O)cc2OC[C@H](C)N(C(=O)c2ccccc2F)C[C@H]1C	x	6.8
O=C(N[C@H]1CC[C@@H](CCn2cc(C3(O)CCCC3)nn2)O[C@H]1CO)C1CCCCC1	0.1	0.3
O=C(C[C@@H]1C=C[C@@H](NC(=O)c2ccc(F)cc2)[C@H](CO)O1)NCCc1ccncc1	0.2	6.9
O=C(C[C@@H]1C=C[C@@H](NS(=O)(=O)c2ccc(F)cc2)[C@H](CO)O1)NCc1ccncn1	0.4	1.9
C[C@H]1CN([C@@H](C)CO)C(=O)c2cc(NC(=O)CCCCCC(=O)Nc3ccccc3N)ccc2O[C@H]1CN(C)Cc1ccc(Oc2ccccc2)cc1	x	17.3
CC(=O)Nc1cccc(NC(=O)c2cc(-c3cccnc3)nc3ccc(Cl)cc23)c1	0.6	-28.3
C[C@H]1CN([C@@H](C)CO)C(=O)c2cc(NC(=O)Nc3ccc(F)cc3)ccc2O[C@@H]1CN(C)Cc1ccc(Oc2ccccc2)cc1	1.2	x
C[C@H]1CN([C@@H](C)CO)C(=O)c2cccc(NC(=O)Nc3ccc(F)cc3)c2O[C@H]1CN(C)Cc1ccc(C(=O)Nc2ccccc2N)cc1	x	-41.1
Cc1ccc(S(=O)(=O)N(C)C[C@H]2Oc3ccc(NC(=O)C4CCCCC4)cc3CC(=O)N([C@@H](C)CO)C[C@@H]2C)cc1	-0.4	x
C[C@H](CO)N1C[C@H](C)[C@@H](CN(C)C(=O)Cc2ccncc2)Oc2ncc(C3=CCCC3)cc2C1=O	11.3	x
C[C@H](CO)N1C[C@H](C)[C@H](CN(C)Cc2ccc(C(F)(F)F)cc2)Oc2c(NC(=O)CCCCCC(=O)Nc3ccccc3N)cccc2C1=O	0.2	-11.0
Cc1ccc(S(=O)(=O)Nc2ccc3c(c2)CC(=O)N([C@@H](C)CO)C[C@@H](C)[C@H](CN(C)CC2CC2)O3)cc1	0.0	-6.1
COCC#Cc1ccc2c(c1)O[C@H](CN(C)C(=O)NC(C)C)[C@@H](C)CN([C@@H](C)CO)S2(=O)=O	-1.2	-2.5
C[C@H](CO)N1C[C@H](C)[C@H](CN(C)C(=O)Nc2cccc3ccccc23)Oc2ccc(NC(=O)Nc3ccccc3)cc2CC1=O	-3.6	x
CO[C@@H]1CN(C)C(=O)c2ccc(NC(=O)C3CC3)cc2OC[C@H](C)N(CCc2ccccc2)C[C@@H]1C	0.1	-9.9
CCCN1C[C@H](C)[C@H](OC)CN(C)C(=O)c2ccc(NS(=O)(=O)c3cn(C)cn3)cc2OC[C@H]1C	-0.9	7.5
CC(C)NC(=O)N(C)C[C@H]1Oc2c(NC(=O)c3ccncc3)cccc2C(=O)N([C@@H](C)CO)C[C@@H]1C	2.5	x

The final 4 compounds of the section above lead into the next.
SMILES	IDH1 mut inh	EZH2 inh
C[C@H](CO)N1C[C@H](C)[C@H](CN(C)C(=O)Nc2cccc3ccccc23)Oc2ccc(NC(=O)Nc3ccccc3)cc2CC1=O	-3.6	x
CO[C@@H]1CN(C)C(=O)c2ccc(NC(=O)C3CC3)cc2OC[C@H](C)N(CCc2ccccc2)C[C@@H]1C	0.1	-9.9
CCCN1C[C@H](C)[C@H](OC)CN(C)C(=O)c2ccc(NS(=O)(=O)c3cn(C)cn3)cc2OC[C@H]1C	-0.9	7.5
CC(C)NC(=O)N(C)C[C@H]1Oc2c(NC(=O)c3ccncc3)cccc2C(=O)N([C@@H](C)CO)C[C@@H]1C	2.5	x
C[C@H]1CN([C@@H](C)CO)S(=O)(=O)c2ccc(C#CC3CCCC3)cc2O[C@@H]1CN(C)Cc1cncnc1	1.1	10.7
CNC[C@H]1Oc2ncc(Br)cc2C(=O)N([C@@H](C)CO)C[C@H]1C	0.9	10.3
C[C@@H]1CCCCO[C@@H](CN(C)C(=O)CCC(F)(F)F)[C@H](C)CN([C@@H](C)CO)C(=O)c2cc(NC(=O)c3ccncc3)ccc2O1	3.8	x
C[C@H](CO)N1C[C@H](C)[C@@H](CN(C)C(=O)CN2CCOCC2)Oc2cc(Br)ccc2S1(=O)=O	x	23.7
CCOc1cc(S(=O)(=O)NCCN2CCOCC2)c(C)cc1C	1.5	10.7
COc1ccc(NC(=O)N[C@H]2C=C[C@H](CC(=O)NC3CCCCC3)O[C@@H]2CO)cc1	-0.1	0.2
COc1ccc(S(=O)(=O)Nc2ccc3c(c2)C(=O)N([C@@H](C)CO)C[C@@H](C)[C@@H](CN(C)Cc2ccc(C(F)(F)F)cc2)OCCCC[C@H](C)O3)cc1	1.5	x
Brc1ccc2noc(-c3ccccc3)c2c1	-1.9	62.9*
C[C@@H]1CN([C@@H](C)CO)C(=O)CCCn2nncc2CO[C@H]1CN(C)C(=O)c1ccccc1	1.7	10.4
CCCN(C)C[C@H]1Oc2ncc(-c3ccccc3F)cc2C(=O)N([C@@H](C)CO)C[C@@H]1C	-0.4	-26.7
C[C@@H]1CN([C@H](C)CO)C(=O)c2cc(NC(=O)NC3CCCCC3)ccc2O[C@H]1CN(C)C	x	-3.5
C[C@H](CO)N1C[C@H](C)[C@H](CN(C)Cc2cccc(C(F)(F)F)c2)Oc2ncccc2C1=O	10.2	4.2
Cc1cccc(NC(=O)CCS(=O)(=O)c2ccccc2)c1	0.2	0.4
C[C@@H]1CN([C@H](C)CO)C(=O)c2cc(NC(=O)Nc3cccc4ccccc34)ccc2O[C@@H]1CN(C)C(=O)Nc1ccc2c(c1)OCO2	-2.5	x
C[C@H]1CCCCO[C@@H](CN(C)C(=O)Nc2ccc3c(c2)OCO3)[C@@H](C)CN([C@@H](C)CO)C(=O)c2cc(NS(=O)(=O)c3cn(C)cn3)ccc2O1	-2.0	x
Cc1ccc(S(=O)(=O)Nc2cccc3c2O[C@@H](CN(C)C(=O)NC2CCCCC2)[C@H](C)CN([C@H](C)CO)C3=O)cc1	x	-7.3
CO[C@@H]1CN(C)C(=O)c2cc(NC(=O)C3CCCC3)ccc2OC[C@@H](C)NC[C@H]1C	0.1	11.0
C[C@H]1CN([C@@H](C)CO)C(=O)c2cccc(NC(=O)Nc3cccc4ccccc34)c2O[C@H]1CN(C)CC1CCCCC1	-2.2	x
C[C@H](O)C#Cc1ccc2c(c1)O[C@@H](CN(C)Cc1cncnc1)[C@H](C)CN([C@H](C)CO)S2(=O)=O	0.7	-9.0
C[C@@H]1CN([C@@H](C)CO)C(=O)c2cccc(NS(=O)(=O)c3cn(C)cn3)c2O[C@@H]1CN(C)Cc1ccc(Oc2ccccc2)cc1	1.3	x
CCOC(=O)c1c(NC(=O)CSc2nc(C)cc(C(F)(F)F)n2)sc(C)c1C	-0.2	-0.6
C[C@@H]1CN([C@@H](C)CO)S(=O)(=O)c2ccc(-c3cccnc3)cc2O[C@H]1CN(C)Cc1ccncc1	-4.2	x
Cc1noc(C)c1S(=O)(=O)Nc1cccc2c1O[C@H](CN(C)Cc1ccc(-c3ccccc3)cc1)[C@H](C)CN([C@@H](C)CO)C2=O	0.4	x
COc1ccc(S(=O)(=O)Nc2ccc3c(c2)C(=O)N([C@H](C)CO)C[C@@H](C)[C@H](CN(C)C)O3)cc1	0.0	11.4
CCCC#Cc1ccc2c(c1)O[C@@H](CN(C)C(=O)C1CCCCC1)[C@H](C)CN([C@@H](C)CO)S2(=O)=O	x	1.8
Cc1cc(C(=O)NCc2ccco2)c2cc(F)ccc2n1	0.0	-9.3
CCC(=O)Nc1ccc2c(c1)OC[C@@H](C)N(CCc1ccccc1)C[C@@H](C)[C@@H](OC)CN(C)C2=O	-0.3	-8.1
C[C@H]1CN([C@@H](C)CO)C(=O)c2cc(NC(=O)Cc3ccccc3)ccc2O[C@@H]1CN(C)S(=O)(=O)c1ccc(F)cc1	1.2	0.2
C[C@@H]1CN([C@H](C)CO)C(=O)Cc2cc(NC(=O)Nc3ccc(F)cc3)ccc2O[C@H]1CN(C)S(=O)(=O)c1ccccc1	0.5	x
Cc1noc(C)c1NC(=O)N[C@@H]1C=C[C@@H](CC(=O)N2CCCCC2)O[C@H]1CO	-0.1	5.3
COc1ccc(S(=O)(=O)N(C)C[C@@H]2Oc3ncc(C#Cc4ccc(F)cc4)cc3C(=O)N([C@H](C)CO)C[C@@H]2C)cc1	1.9	x
COc1cccc(S(=O)(=O)N(C)C[C@@H]2Oc3ncc(C#CC(C)C)cc3C(=O)N([C@H](C)CO)C[C@H]2C)c1	-0.2	x
O=C1NCC(=O)N2[C@@H]1C[C@@H](C(=O)NCc1ccc(F)cc1)[C@H]2c1cccc(OCCO)c1	x	-8.6
CS(=O)(=O)Nc1ccc2c(c1)[C@@H]1C[C@H](CC(=O)NCc3ccccn3)O[C@@H](CO)[C@@H]1O2	0.0	-3.6
COCC(=O)Nc1ccc2c(c1)C(=O)N(C)C[C@H](OC)[C@@H](C)CN(C(=O)Cc1ccccn1)[C@H](C)CO2	0.1	9.2
C[C@@H]1CN([C@@H](C)CO)C(=O)c2cccc(NS(C)(=O)=O)c2O[C@@H]1CN(C)C(=O)Nc1ccc(F)cc1	-0.1	5.9
C[C@H](CO)N1C[C@H](C)[C@@H](CN(C)Cc2ccccc2C(F)(F)F)OCc2cnnn2CCCC1=O	-0.2	7.3
CCCN(C)C[C@@H]1Oc2ncc(-c3ccccc3)cc2C(=O)N([C@H](C)CO)C[C@H]1C	0.4	-23.3
COc1ccc(S(=O)(=O)N(C)C[C@H]2Oc3cc(C#CC4CCCC4)ccc3S(=O)(=O)N([C@@H](C)CO)C[C@H]2C)cc1	-0.1	x
COc1ccc(S(=O)(=O)Nc2ccc3c(c2)C(=O)N([C@@H](C)CO)C[C@H](C)[C@@H](CN(C)Cc2ccncc2)O3)cc1	0.1	x
COc1ccc(S(=O)(=O)Nc2ccc3c(c2)C(=O)N([C@H](C)CO)C[C@H](C)[C@@H](CN(C)C(=O)NC2CCCCC2)OCCCC[C@@H](C)O3)cc1	0.2	x
Cc1noc(C)c1S(=O)(=O)Nc1ccc2c(c1)C(=O)N([C@H](C)CO)C[C@@H](C)[C@@H](CN(C)S(=O)(=O)c1ccc(Cl)cc1)OCCCC[C@H](C)O2	2.4	x
O=C(Cc1ccncc1)Nc1ccc2c(c1)[C@H]1C[C@H](CC(=O)N3CCCCC3)O[C@@H](CO)[C@H]1O2	-0.1	24.8
CCC(=O)Nc1ccc2c(c1)C(=O)N(C)C[C@@H](OC)[C@H](C)CN(Cc1ccccc1OC)[C@@H](C)CO2	-0.3	-4.3
CC(C)[C@@H](C)NC(=O)N(C)C[C@@H]1OCc2ccccc2-c2c(n(C)c3ccccc23)C(=O)N([C@H](C)CO)C[C@@H]1C	x	-35.7
C[C@@H]1CN([C@H](C)CO)C(=O)c2cc(N(C)C)ccc2O[C@@H](C)CCCCO[C@H]1CN(C)S(=O)(=O)c1ccc(F)cc1	x	-2.7
C[C@H]1CN([C@@H](C)CO)C(=O)Cc2cc(NC(=O)c3ccncc3)ccc2O[C@@H]1CN(C)C	0.1	3.3
C[C@H](NC(=O)C[C@H]1CC[C@@H](NC(=O)C2CC2)[C@H](CO)O1)c1ccccc1	0.0	0.4
C[C@@H]1CN([C@@H](C)CO)S(=O)(=O)c2ccc(C#CC3CC3)cc2O[C@H]1CN(C)Cc1cccc(F)c1	-0.2	20.7
Cc1ccc(-c2ccc3c(c2)O[C@@H](CN(C)C(=O)CN(C)C)[C@H](C)CN([C@@H](C)CO)S3(=O)=O)cc1	-1.2	-17.0
CC(C)NC(=O)N(C)C[C@@H]1Oc2ccc(N(C)C)cc2CC(=O)N([C@H](C)CO)C[C@H]1C	0.2	2.9
O=C(N[C@H]1CC[C@H](CC(=O)N2CCCCC2)O[C@@H]1CO)c1cccc(F)c1	-0.6	12.4
COCC(=O)N(C)C[C@H]1Oc2cc(C#CCN(C)C)ccc2S(=O)(=O)N([C@H](C)CO)C[C@@H]1C	-0.8	-1.8
CC(C)CC#Cc1ccc2c(c1)O[C@@H](CN(C)C(=O)C1CCC1)[C@H](C)CN([C@@H](C)CO)S2(=O)=O	11.4	-0.7
CC(=O)N(C)C[C@H]1Oc2ncc(C#Cc3cccnc3)cc2C(=O)N([C@@H](C)CO)C[C@@H]1C	x	-6.9
C[C@@H]1CN([C@@H](C)CO)C(=O)c2cc(C#CCC3CCCC3)cnc2O[C@H]1CN(C)C(=O)c1cnccn1	-0.2	1.8
C[C@@H]1CN([C@@H](C)CO)C(=O)c2cc(N(C)C)ccc2O[C@@H]1CN(C)C	1.4	1.4
C[C@@H]1CN([C@H](C)CO)C(=O)Cc2cc(NS(C)(=O)=O)ccc2O[C@H]1CN(C)S(=O)(=O)c1ccc(F)cc1	2.9	x
CC(C)CC#Cc1cnc2c(c1)C(=O)N([C@H](C)CO)C[C@H](C)[C@H](CN(C)Cc1ccc(F)cc1)O2	-0.5	-29.6
CCn1ncc(CN(C)C(=O)c2cc(-c3cccnc3)nc3ccc(Cl)cc23)c1C	1.1	-9.8

Structural class, the compounds so far containing bromine
SMILES	IDH1 mut inh	EZH2 inh
CNC[C@H]1Oc2ncc(Br)cc2C(=O)N([C@@H](C)CO)C[C@H]1C	0.9	10.3
C[C@H](CO)N1C[C@H](C)[C@@H](CN(C)C(=O)CN2CCOCC2)Oc2cc(Br)ccc2S1(=O)=O	x	23.7
Brc1ccc2noc(-c3ccccc3)c2c1	-1.9	62.9*
